Assay outcomes deposited in PubChem by several laboratories.
PDI turbidity: inhibitors of human PDI, primary screen, biochemical, turbidity, single point, plate reader; PDI insulin aggregation turbidity, A650, 90 min; Protein disulfide-isomerase (Homo sapiens), P07237; 0.052% of 350,000 active; inhibition, % at 10 µM;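 active means mean inhibition across replicates of 30% or more, whatever share of single replicates reach that level; inconclusive means mean inhibition below 30% while every single replicate reaches 30%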;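 further: absorbance from insulin aggregation driven by PDI reduction with DTT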
Vif imaging: HIV Vif self-association inhibitors, primary screen, imaging, HEK293T, single point; HEK293T cells, Vif self-association by quenched fluorescence, 24 h; 0.35% of 340,000 active; inhibition, % at 7.49 µM; in the data active means inhibition above about 50%, passing the limit was not always enough; inconclusive means no clear call, values can overlap the other calls; inactive means below about 31%; further: some results filed as inactive read as strong as hits
HTR2A ag: mouse Htr2a agonists via beta-arrestin recruitment, primary screen, cell-based, luminescence; 5-hydroxytryptamine receptor 2A (Mus musculus), P35363; CHO-K1 mHTR2A beta-arrestin complementation; percent of 30 µM serotonin response; activation, % at 7.6 µM; 0.66% of 360,000 active;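 active means activation above a run cutoff, the mean activation of all tested compounds plus 3 SD, cut at about 14% in these data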;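 further: 0% = plate median of compound wells and 100% = 30 µM serotonin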
aDG glyco act: activators of alpha-DG glycosylation, primary screen, uHTS, Pro5-aDG cells, AlphaScreen. alpha-DG glycosylation AlphaScreen (IIH6); 0% Pro5, 100% B10-LARGE cell signal. activation, % at 10 µM. 0.22% of 360,000 active. AID 624168, 2012;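 active means activation of at least 8% versus controls, or a plate z-score of at least 8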;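 further: Pro5 are CHO cells carrying HIG-tagged alpha-DG that lacks glycosylation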
H9c2 protect: cardioprotection against H2O2-induced cell death, primary screen, uHTS, H9c2 cells, ATPLite luminescence; H9c2 cardiomyocytes, H2O2 injury protection, 2 h; protection from H2O2 cell death, % at 20 µM; 0.63% of 360,000 active; AID 588492, 2011;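 active means compounds giving at least 50% protection of heart cells from peroxide-induced death in the single-dose screen, raw or plate-pattern-corrected value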;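 further: 0% = DMSO wells with peroxide and 100% = DMSO wells without peroxide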
iPSC survival up: enhancers of single-cell hiPSC survival, primary screen, ATPlite luminescence. survival enhancement, % at 20 µM. 0.044% of 360,000 active. 100% = ROCK inhibitor wells, 0% = DMSO; in the data active means survival enhancement above about 18%;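 further: cells exposed to compounds for 16 hours before the ATP read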
N-glyco inh: increase of ERlucT glycosylation luciferase signal, primary screen, N-linked glycosylation inhibitor project, D54 ERlucT cells, luminescence, set 2; D54 ERlucT glycosylation luciferase reporter, 24 h; percent of 100 nM tunicamycin response; reporter increase, % at 12.5 µM; 0.23% of 360,000 active; AID 588692, 2011;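 active means mean luciferase reporter signal, scaled so untreated is 0 and the glycosylation-blocking control 100, at or above a set limit in every replicate; inconclusive means mean reaches the limit but not every replicate does; inactive means mean below the limit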;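 further: luciferase carries N-glycosylation sites so blocking glycosylation raises the light; 0% = median of neutral control wells and 100% = median of 100 nM tunicamycin wells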
CaV13 FRET inh: Disruptors of the CACNA1D IQ motif to Ca2+-dependent inactivation inhibitor domain association, primary screening, Förster resonance energy transfer in intact living …; HEK cells, CFP/YFP FRET ICDI-IQ, plate reader, 10 min; percent FRET-ratio fall versus neutral wells; inhibition, % at 12.3 µM; 0.098% of 340,000 active; AID 743397;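 active means mean replicate inhibition of at least 30% and at least 1% of replicates passing that level; inconclusive means only one of the two criteria is met; inactive means neither criterion is met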;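 further: 0% = median of the neutral control wells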
Granule exo inh: LAMP-1 surface exposure blockers, TALL-104 cells – cell-based, flow cytometry, MLPCN library, primary screen; TALL-104 LAMP-1 surface exposure; cells stimulated with thapsigargin and PMA; inhibition, % at 10 µM; 0.66% of 360,000 active;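 active means inhibition above about 55%, limit read from the data; inconclusive means no clear call, values can overlap the other calls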
ABCB6 inh 2: ABCB6 transporter inhibitors, primary screen, K562-ABCB6 cells, flow cytometry, MLPCN library; 0.19% of 360,000 active; AID 602162, 2011; K562-ABCB6 porphyrin accumulation, 1 h; active compounds read low; fluorescence ratio to DMSO, % at 10 µM;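 active means fluorescence ratio to DMSO below 75%, the collection mean minus 3 SD; inconclusive means too few cells collected in the well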;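 further: signal is porphyrin accumulated inside mitochondria; 100% equals median channel fluorescence of DMSO control wells; lower ratio means ABCB6 inhibition with less porphyrin fluorescence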
Target sequence (Q9NP58 whole entry, looked up): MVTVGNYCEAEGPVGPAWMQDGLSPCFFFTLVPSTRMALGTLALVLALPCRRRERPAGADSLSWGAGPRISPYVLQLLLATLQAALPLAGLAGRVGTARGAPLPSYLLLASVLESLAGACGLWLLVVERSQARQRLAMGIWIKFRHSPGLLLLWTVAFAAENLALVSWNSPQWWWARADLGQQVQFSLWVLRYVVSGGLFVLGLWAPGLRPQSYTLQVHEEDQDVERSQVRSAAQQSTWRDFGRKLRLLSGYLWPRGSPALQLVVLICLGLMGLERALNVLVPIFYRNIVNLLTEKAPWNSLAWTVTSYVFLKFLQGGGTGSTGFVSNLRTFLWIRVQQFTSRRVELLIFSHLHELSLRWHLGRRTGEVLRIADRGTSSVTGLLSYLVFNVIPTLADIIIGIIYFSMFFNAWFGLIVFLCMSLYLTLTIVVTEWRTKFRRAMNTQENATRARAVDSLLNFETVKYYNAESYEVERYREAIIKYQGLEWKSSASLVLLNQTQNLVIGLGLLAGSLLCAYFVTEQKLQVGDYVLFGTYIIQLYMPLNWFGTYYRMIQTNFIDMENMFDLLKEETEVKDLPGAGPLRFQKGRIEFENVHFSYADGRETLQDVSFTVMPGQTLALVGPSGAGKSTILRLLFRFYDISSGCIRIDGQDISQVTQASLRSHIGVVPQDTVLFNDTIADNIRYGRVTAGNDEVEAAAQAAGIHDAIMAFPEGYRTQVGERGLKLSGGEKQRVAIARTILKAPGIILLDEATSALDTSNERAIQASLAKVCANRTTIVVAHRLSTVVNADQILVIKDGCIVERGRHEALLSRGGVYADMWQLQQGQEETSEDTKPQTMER
Numbers without * were called inactive; ? = inconclusive; nt = not tested or not shown.

SMILES	PDI turbidity	Vif imaging	HTR2A ag	aDG glyco act	H9c2 protect	iPSC survival up	N-glyco inh	CaV13 FRET inh	Granule exo inh	ABCB6 inh 2
O=C(CN1CCN(c2ccccn2)CC1)Nc1ccc(OCc2ccccc2)cc1	0	8	-4	0.3	-19	4.2	-1	-2	-3	102
N#CC1=C(N)NC(SCC(=O)Nc2ccccc2)=C(C#N)C12CCCC2	-2	-5	-3	0.0	-16	-2.4	-1	-1	10	102
COC(=O)[C@H](CCSC)NC(=O)NCc1ccccc1F	-3	6	6	-0.1	1	-3.7	4	-5	2	104
CC(=O)c1ccc(OCCCC(=O)NC2=NCCS2)cc1	1	8	1	-0.2	3	-0.5	0	-4	-4	99
CC(C)(C)NC(=O)C1Cc2ccccc2CN1S(=O)(=O)c1ccc(F)cc1 (centres undefined)	1	17	-3	0.1	-4	-0.2	0	-4	-3	98
CCCCn1c(N)c(N(CC(C)C)C(=O)C2CCN(S(=O)(=O)c3ccc(OCC)cc3)CC2)c(=O)[nH]c1=O	1	19	0	0.0	0	-0.3	1	-6	-4	97
Cc1ccc(C)c(N2CCN(c3ccc4cc(S(=O)(=O)N5CCCCC5)ccc4n3)CC2)c1	-12	-4	10	0.5	0	-0.4	-8	-7	-3	93
COc1cc(C(=O)Nc2ccc(O)cc2C(=O)O)ccc1OC(C)=O	2	-2	7	0.2	-2	-0.4	0	-4	2	101
CCOc1cc(/C=C/C(=O)OCC(=O)NCCN2C(=O)CSC2=O)ccc1OCC(C)C	-1	-1	-5	0.1	-5	3.0	-1	-3	-2	96
CCn1cc(CNC(=O)c2cc(-c3cc(OC)ccc3OC)nc3ccccc23)c(C)n1	2	-4	-4	-0.4	31	-2.4	3	-6	-10	100
COc1ccccc1N1CCN(C2CCN(C(=O)c3cc(OC)c(OC)c(OC)c3)CC2)CC1	15	-5	-4	0.4	4	0.3	2	-4	-3	101
CNC(=O)COC(=O)/C=C/c1cccs1	-2	0	5	0.5	5	-0.4	0	-6	-1	96
CCOC(=O)c1nnn(-c2nonc2N)c1CNC(C)C	-4	1	2	-0.3	1	-0.3	3	-9	0	91
Cc1ccc(C(=O)Nc2cccc(NC(=O)c3ccc(C)c([N+](=O)[O-])c3)n2)cc1[N+](=O)[O-]	-5	nt	5	0.1	1	-0.3	-2	-4	8	96
O=C(O)CCN1C(=O)c2ccc(NC(=O)CCc3ccccc3)cc2C1=O	0	-3	-1	0.0	2	-0.1	1	-19	3	111
COc1ccc(C(C(=O)NC2CCCCC2)N(C(=O)CCl)c2ccc(Cl)cc2)cc1 (centres undefined)	1	10	-3	-0.6	-7	-2.0	7	nt	0	99
CCc1nonc1NC(=O)COc1ccc(Cl)c(C)c1	1	-1	-1	-0.2	-2	0.7	0	-8	-3	102
O=C(Nc1ccccc1)c1cccc(=O)o1	16	3	7	0.1	1	-0.3	0	-5	2	90
COc1ccc([N+](=O)[O-])cc1NCc1c(F)cccc1F	0	8	-4	-0.2	-4	1.2	-2	-6	3	99
O=C(Nc1c(Cl)cccc1Cl)C1CCN(C(=O)c2cccs2)CC1	0	6	0	-0.2	12	-0.6	1	-2	1	101
Cn1c(=O)[nH]c(=O)c2c1nc(SCCCO)n2CCCc1ccccc1	3	30	-4	0.1	0	0.8	5	-3	1	94
CCN(CCc1ccccc1)c1ccc2c(c1)C1CC2CCN1Cc1ccccc1 (centres undefined)	-2	nt	3	-0.6	-31	-2.9	-6	-2	3	99
COc1ccc(C(C)(O)c2nc(-c3ccc(S(C)(=O)=O)cc3)cs2)cc1 (centres undefined)	6	5	-5	-0.2	3	2.5	-4	-15	1	97
CCOC(=O)C1CCCN(c2c(Nc3ccc(OCC)cc3)c(=O)c2=O)C1 (centres undefined)	1	0	12	0.2	15	-0.5	0	-6	-5	95
Oc1ccc(/C=N/N(c2ccccc2)c2ccccc2)cc1O	7	20	3	-0.3	36	-0.5	0	nt	-2	106

7 compounds out of the list above, ordered by the value under CaV13 FRET inh, highest first:
SMILES,CaV13 FRET inh
N#CC1=C(N)NC(SCC(=O)Nc2ccccc2)=C(C#N)C12CCCC2,-1
O=C(CN1CCN(c2ccccn2)CC1)Nc1ccc(OCc2ccccc2)cc1,-2
CCOc1cc(/C=C/C(=O)OCC(=O)NCCN2C(=O)CSC2=O)ccc1OCC(C)C,-3
COc1cc(C(=O)Nc2ccc(O)cc2C(=O)O)ccc1OC(C)=O,-4
COc1ccc([N+](=O)[O-])cc1NCc1c(F)cccc1F,-6
CCc1nonc1NC(=O)COc1ccc(Cl)c(C)c1,-8
CCOC(=O)c1nnn(-c2nonc2N)c1CNC(C)C,-9

The listing picks up, repeating the 2 entries before the break.
SMILES	PDI turbidity	Vif imaging	HTR2A ag	aDG glyco act	H9c2 protect	iPSC survival up	N-glyco inh	CaV13 FRET inh	Granule exo inh	ABCB6 inh 2
CCOC(=O)C1CCCN(c2c(Nc3ccc(OCC)cc3)c(=O)c2=O)C1 (centres undefined)	1	0	12	0.2	15	-0.5	0	-6	-5	95
Oc1ccc(/C=N/N(c2ccccc2)c2ccccc2)cc1O	7	20	3	-0.3	36	-0.5	0	nt	-2	106
Fc1ccc2nc(N3CCOCC3)sc2c1	18	-3	4	0.0	-8	-0.5	1	-7	-3	94
COCCn1c(C)cc(C(=O)COc2ncnc3ccc(Br)cc23)c1C	-3	2	0	0.6	-7	-0.3	11	1	3	93
Cc1cc(C)nc(NS(=O)(=O)c2ccc(NC(=O)c3ccc(S(=O)(=O)N4CCOCC4)cc3)cc2)n1	-5	-4	1	-0.1	0	0.5	0	-3	3	95
Cc1cc(C)n(CC(O)COc2ccccc2C(=O)Nc2ccccc2)n1 (centres undefined)	-2	-6	4	-0.3	13	2.2	-2	-4	-2	94
Cc1cc(C)c(C)c(S(=O)(=O)N2CCC(C(=O)NNC(=O)c3ccccc3O)CC2)c1C	-7	10	4	0.1	66*	-0.4	-7	-6	-6	93
Cc1ccc(-n2ncc3c(NNC(=O)c4ccco4)ncnc32)c(C)c1	10	-1	2	0.2	3	0.6	1	0	3	92
COc1cc(S(=O)(=O)NCc2ccccc2)ccc1F	-5	-2	-5	-0.3	-10	5.3	-3	-6	4	104
CCOC(=O)C1CCN(C(=O)Cn2nc(C)n3nc(-c4ccc(OC)cc4)cc3c2=O)CC1	-10	7	2	2.2	3	-0.6	-2	-3	-6	96
O=C(O)c1cc2n(n1)C(C(F)(F)F)CC(c1ccco1)N2 (centres undefined)	-9	nt	5	-0.2	-15	-0.4	0	-3	0	101
O=C(CCC1CCN(C(=O)c2ccccc2Cl)CC1)NCc1ccc(F)cc1	-5	1	-7	0.2	0	2.3	2	-6	1	94
CCN(CC)S(=O)(=O)c1ccc2c(c1)c(=O)c(C(=O)NCc1ccco1)cn2C	-4	4	-4	0.4	-3	1.8	2	1	-2	89
COc1ccc(-n2c(-c3ccc(Cl)cc3)n[nH]c2=S)c(OC)c1	3	?	6	-0.2	2	-0.2	1	-5	-5	95
CCN(CC)CCCNC(=O)CNC(=S)N(CCCN1CCOCC1)Cc1cccs1	2	9	4	0.0	3	0.1	1	-2	0	104
O=C(CSc1n[nH]c(-c2ccccc2F)n1)Nc1cc(F)ccc1F	3	-6	5	0.4	-4	-3.0	0	-2	6	97
COc1ccc(-c2cc(CCCC(=O)NCCc3cc(OC)ccc3OC)no2)cc1	4	nt	-3	0.1	1	4.3	0	-8	2	101
CCOc1cc(C(=O)NC(=S)Nc2cccnc2)cc(OCC)c1OCC	-3	4	-4	-0.1	-2	0.4	-2	-6	-3	93
O=C(N/N=C/c1cc([N+](=O)[O-])ccc1O)C1CC1	-3	1	-24	-0.1	30	0.8	3	-5	0	98
C=CCN1CN=C(NS(=O)(=O)c2ccc(NC(C)=O)cc2)NC1	-6	11	7	-0.5	-6	2.1	3	16	1	102
COc1cccc(NC(=O)Cn2c3ccc(F)cc3c3nc4n(c(=O)c32)CCCS4)c1	4	2	-3	0.0	-4	0.5	-1	-20	-2	100
Cc1ncc(CN2CCN(CCC(C)C)C(CCO)C2)s1 (centres undefined)	11	nt	-1	-0.1	2	0.1	-1	-4	2	102
COc1cccc(C=NNC(=O)c2ccncc2)c1O	12	27	-4	2.0	35	-0.3	5	-19	18	103
COc1ccccc1CCc1nnc(CCC(=O)N(C)Cc2ccncc2C)o1	6	3	-3	0.3	-1	-0.7	-2	-18	6	97
O=C(NCCCN1CCOCC1)c1cc(-c2cccc(Br)c2)nc2ccccc12	-3	nt	-4	-0.2	8	-0.1	0	-10	3	99
O=C(Nc1ccc2c(c1)OCO2)c1cc(C2CCCCN2C(=O)c2ccccc2)on1 (centres undefined)	-2	-8	-3	0.0	-1	-0.3	-2	-7	0	96
Cc1ccc(NC(=O)Cn2nnc(C(=O)NCc3cccs3)c2N)cc1	12	5	-1	-0.2	-3	-0.6	-2	-5	-3	97
COC(=O)[C@@]12CCCN1[C@H](c1ccc(-c3ccc(OC)cc3)cc1)[C@@H]1C(=O)N(C)C(=O)[C@@H]12	0	-2	0	-0.1	-1	-1.6	-4	-10	-4	97
Cc1cccc(C)c1NC(=O)C1C2C=CC(C2)C1C(=O)O (centres undefined)	8	-6	-1	0.0	0	-0.6	3	-4	-4	99
CC(=O)c1cccc(-c2csc(N3CCC(C(N)=O)CC3)n2)c1	1	0	3	-0.2	0	-1.8	3	-5	-2	90
C=CCOC(=O)C1=C[C@@H](c2ccc3c(c2)OCO3)C[C@@H](OCc2ccc(CO)cc2)O1	0	-3	-2	0.3	6	-0.2	0	-11	5	91
CCn1c(=S)sc2c(=O)n(CC(=O)NC(C)CCc3ccccc3)c(C)nc21 (centres undefined)	7	8	-4	0.0	-2	0.5	14	-16	-1	95

Full records as entered above. Screens in order: PDI turbidity | Vif imaging | HTR2A ag | aDG glyco act | H9c2 protect | iPSC survival up | N-glyco inh | CaV13 FRET inh | Granule exo inh | ABCB6 inh 2
O=C(CCC1CCN(C(=O)c2ccccc2Cl)CC1)NCc1ccc(F)cc1 is listed with -5 | 1 | -7 | 0.2 | 0 | 2.3 | 2 | -6 | 1 | 94
CCn1c(=S)sc2c(=O)n(CC(=O)NC(C)CCc3ccccc3)c(C)nc21 (centres undefined) is listed with 7 | 8 | -4 | 0.0 | -2 | 0.5 | 14 | -16 | -1 | 95
CCOc1cc(C(=O)NC(=S)Nc2cccnc2)cc(OCC)c1OCC is listed with -3 | 4 | -4 | -0.1 | -2 | 0.4 | -2 | -6 | -3 | 93
O=C(O)c1cc2n(n1)C(C(F)(F)F)CC(c1ccco1)N2 (centres undefined) is listed with -9 | nt | 5 | -0.2 | -15 | -0.4 | 0 | -3 | 0 | 101

Random draw from the library. Share with any hit: about 3.1%.
